Screens (PubChem BioAssay)
KCNQ1 block = human KCNQ1 channel inhibition. B-score at 10 µM. P51787. 1.3% of 310,000 active. CHO-K1 KCNQ1, FluxOR thallium flux fluorescence; hits give high values;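 active = compounds whose thallium flux B-score, printed positive for inhibition, exceeds three library SD while starting fluorescence stays within three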;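 note: channel opened by potassium depolarization with thallium stimulus after 20 min compound exposure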
KCNK9 block = blocks the human KCNK9 two-pore domain potassium channel. Q9NPC2. HEK293 KCNK9, FluxOR thallium flux fluorescence; hits give low values. 1.2% of 310,000 active. B-score at 10 µM. AID 488922;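 active = ratio B-score over 3 SD below the library mean, with starting fluorescence within 5 SD of its mean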;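 note: negative B-score means less thallium flux so channel inhibition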
KCNK3 inh = human KCNK3 channel inhibition, primary screen. CHO-KCNK3 thallium flux, FluxOR fluorescence; hits give low values. B-score at 10 µM. 0.84% of 340,000 active;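 active = B-score under library mean minus 4 SD, starting fluorescence ratio at most library mean plus 5 SD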;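 note: more negative B-score means stronger inhibition of thallium flux through KCNK3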
hERG rescue = hERG (human) protection from proarrhythmic block; 0.51% of 310,000 active; AID 1511; CHO-hERG, FluxOR thallium flux, dofetilide IC70 present; activation (rescue from dofetilide block), less the hit threshold, % at 10 µM; Q12809;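 active = activation above the mean of controls blocked by dofetilide plus 5 SD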;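 note: thallium influx through hERG after potassium depolarization seen as dye fluorescence rise; in these data hits start at about 4.7%; inactives centre near -7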
Target sequence (Q12809 whole entry, looked up): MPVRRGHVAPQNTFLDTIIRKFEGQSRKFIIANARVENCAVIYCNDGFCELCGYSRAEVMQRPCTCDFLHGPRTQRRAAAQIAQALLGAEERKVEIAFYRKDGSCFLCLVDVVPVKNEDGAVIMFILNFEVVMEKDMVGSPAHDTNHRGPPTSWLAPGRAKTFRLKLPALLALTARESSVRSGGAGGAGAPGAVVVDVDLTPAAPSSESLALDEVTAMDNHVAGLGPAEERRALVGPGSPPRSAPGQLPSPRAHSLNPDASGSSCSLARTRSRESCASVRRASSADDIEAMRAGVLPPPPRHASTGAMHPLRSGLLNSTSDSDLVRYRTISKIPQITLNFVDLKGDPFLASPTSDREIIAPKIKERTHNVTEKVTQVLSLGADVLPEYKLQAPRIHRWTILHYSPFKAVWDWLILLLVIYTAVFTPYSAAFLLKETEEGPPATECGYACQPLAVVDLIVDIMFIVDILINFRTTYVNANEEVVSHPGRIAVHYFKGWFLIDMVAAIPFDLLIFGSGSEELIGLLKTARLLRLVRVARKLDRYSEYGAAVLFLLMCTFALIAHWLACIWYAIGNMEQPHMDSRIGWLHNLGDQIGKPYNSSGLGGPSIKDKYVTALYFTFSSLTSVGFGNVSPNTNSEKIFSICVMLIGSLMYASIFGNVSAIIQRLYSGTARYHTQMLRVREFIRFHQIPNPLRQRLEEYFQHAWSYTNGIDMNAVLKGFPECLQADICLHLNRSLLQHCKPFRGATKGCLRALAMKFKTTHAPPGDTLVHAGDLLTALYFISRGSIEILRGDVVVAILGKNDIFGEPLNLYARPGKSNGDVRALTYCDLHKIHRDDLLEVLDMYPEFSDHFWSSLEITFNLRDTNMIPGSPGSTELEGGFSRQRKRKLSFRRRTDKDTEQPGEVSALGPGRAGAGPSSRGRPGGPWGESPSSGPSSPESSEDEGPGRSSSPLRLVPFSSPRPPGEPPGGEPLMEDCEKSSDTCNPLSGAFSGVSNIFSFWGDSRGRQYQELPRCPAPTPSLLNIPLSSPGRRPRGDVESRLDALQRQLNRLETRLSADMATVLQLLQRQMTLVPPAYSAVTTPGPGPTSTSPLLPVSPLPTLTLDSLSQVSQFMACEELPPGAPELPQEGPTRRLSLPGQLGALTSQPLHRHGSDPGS
SKKanGAS inh = inhibitors of SKKanGAS S. pyogenes growth in kanamycin (SK-promoter or general growth effect) | BacTiter-Glo, 6 h | inhibition, % at 7.5 µM | 1.3% of 300,000 active | AID 1662;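 active = mean replicate score, as percent of positive control median, at least 50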;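 note: strain carries kanamycin resistance gene driven by streptokinase promoter and grows in 40 µg/ml kanamycin; loss of luminescence reflects streptokinase promoter inhibition or plain growth inhibition; 0% = median of DMSO wells and 100% = positive control at its reference dose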
HDAC3 inhib = inhibitors of human histone deacetylase 3. O15379. recombinant HDAC3, fluorogenic peptide/trypsin coupled, fluorescence. inhibition, % at 8.3 µM. 0.15% of 320,000 active; in the data active = inhibition above about 26%, passing the limit was not always enough
RGS4 pot = RGS4 potentiation or activation; HEK293 M3R/inducible RGS4, carbachol calcium flux Fluo4; hits give low values; B-score at 10 µM; 0.92% of 310,000 active;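 active = B-score of the integrated calcium signal more than 4 SD below the library mean, with starting fluorescence not abnormally high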;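 note: negative B-score means reduced calcium response which marks RGS4 activation or potentiation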
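Material: Inducible-RGS4 HEK293 cells carrying M3 receptor; also added: carbachol at ECmax as muscarinic agonist stimulus; incubation: compound preincubation 20 min at room temperature before agonist; signal: Fluo4-AM (2 µM) calcium-flux fluorescence, kinetic read; measure: integrated calcium ratio converted to B score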
RGS4 block = inhibitors of human RGS4; HEK293 M3R/RGS4 inducible, Fluo-4 calcium flux; hits give high values; triggered by carbachol at its EC20; B-score at 10 µM; 0.45% of 310,000 active;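 active = B-score, a plate-corrected calcium signal, over three deviations above library mean, with baseline fluorescence within five deviations of library mean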;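 note: RGS4 expression induced by doxycycline in cells with stable M3 receptor; B-score is computed from the integrated fluorescence ratio over baseline after carbachol; higher B-score means a larger calcium signal and so more RGS4 inhibition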
KCNQ1 pot = potentiators or activators of human KCNQ1 potassium channel; 0.35% of 310,000 active; P51787; AID 2648; B-score at 10 µM; CHO-K1 KCNQ1, thallium flux FluxOR fluorescence; hits give high values;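 active = fluorescence ratio B-score, a plate-corrected score, at least three library SD, with initial intensity B-score within 5 SD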
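System: CHO-K1 cells stably expressing KCNQ1 / Medium: assay buffer for compound exposure, DMSO matched across wells / Reagent: thallium- and potassium-containing depolarizing buffer / Compound: one concentration, matched DMSO / Incubation: 20 min compound pretreatment at room temperature / Measured by: kinetic FluxOR fluorescence, 10 s baseline plus 110 s post-stimulus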
TMEM16A act = activators or potentiators of mouse TMEM16A chloride channel. Q8BHY3. AID 623877. 0.3% of 340,000 active. HEK293 TMEM16A/YFP-H148Q/I152L, iodide quench fluorescence; hits give low values. B-score at 10 µM;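 active = fluorescence-ratio B-score plate-corrected deviation score at least 3 library SD below zero, with starting fluorescence score within 5 deviations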;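 note: channel opened by trigger with iodide after compound preincubation; score built on the fluorescence ratio of max minus min over baseline; more negative score means more quench and so TMEM16A activation or potentiation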
TMEM16A inh = mouse TMEM16A channel inhibition, primary screen; Q8BHY3; HEK293 TMEM16A/YFP iodide influx fluorescence, ionomycin; normalized B-score (activity score, 25-100; higher = stronger inhibition) at 10 µM; 1.2% of 310,000 active; AID 588511;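 active = ratio plate-corrected score three or more library SD toward inhibition, starting fluorescence score within five deviations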;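 note: score derived from kinetic fluorescence span divided by baseline fluorescence per well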
* marks the source's active call; other numbers are inactive results; i = inactive; nt = no result given.

SMILES,KCNQ1 block,KCNK9 block,KCNK3 inh,hERG rescue,SKKanGAS inh,HDAC3 inhib,RGS4 pot,RGS4 block,KCNQ1 pot,TMEM16A act,TMEM16A inh
CC(=O)n1cc([C@H]2C=C(C(=O)N3CCN(Cc4ccccc4)CC3)O[C@@H](OCc3ccc(CO)cc3)C2)c2ccccc21,i,i,i,-18,25,11,i,i,i,i,i
CC(=O)NCC(=O)NNC1CC(=O)N(c2cccc(Cl)c2)C1=O (stereo not given),i,i,i,-13,1,4,i,i,i,i,i
CCOc1ccc2c(c1)sc(N)[n+]2Cc1cc(C)cc2cccnc12,i,i,i,-22,5,3,-11*,i,i,i,i
Cn1c(SCC(=O)Nc2ccccc2)nnc1C(F)(F)F,i,i,i,-5,0,-7,i,i,i,i,i
COc1ccc(Cl)cc1NC(=O)N1CCN(c2ccccc2OC)CC1,i,i,-11*,-13,7,4,i,i,i,i,i
O=C(NCC1CCCO1)c1ccccc1OCc1ccc(Cl)cc1 (stereo not given),i,i,i,-17,-7,1,i,i,i,i,i
CCOc1ccc2[nH]cc(C(=O)NCCc3ccccc3)c(=O)c2c1,i,i,i,-8,-8,-1,i,i,i,i,i
CC(C)CN1CCN(Cc2cccn2-c2cccnc2)CC1CCO (stereo not given),i,i,i,-10,-2,-2,i,i,i,i,i
Cn1nccc1NC(=O)Nc1ccccc1,i,i,i,-4,-1,1,i,i,i,i,i
Cc1[nH]c(=O)c(S(=O)(=O)c2ccccc2)c(C)c1Cl,i,i,i,-3,-2,-18,i,i,i,i,i
CC(C)c1ccc(-c2csc3ncnc(N4CCN(C)CC4)c23)cc1,i,i,i,-7,-1,0,i,i,i,i,i
O=C(CCC(=O)Nc1ccccc1)N/N=C/c1cccnc1,i,i,i,-3,6,0,i,i,i,i,i
Cc1nnc(NN)n(N)c1=O,i,i,i,-6,-4,-6,i,i,i,i,i
Cc1cc(Cl)ccc1NC(=O)CN1C(=O)NC2(CCCc3ccccc32)C1=O (stereo not given),i,i,i,-14,-6,-2,i,i,i,i,i
CCCCn1c(=NC(=O)c2ccco2)c(C(=O)OCC)cc2c(=O)n3cccc(C)c3nc21,i,i,i,-13,40,-58,i,i,i,i,i
OCC1(Cc2ccccc2)CCCN(Cc2cnn(-c3ccccc3)c2)C1 (stereo not given),i,i,i,-8,-7,-4,i,i,i,i,i
C/C(N)=C(/C#N)C(=O)CSc1nnc(Nc2ccccc2)s1,i,i,i,-19,3,5,i,i,i,i,i
C#CCOCCOCCOCCNc1nc(N2CCN(C(=O)C([C@@H](C)CC)n3cc(C(N)CC(C)C)nn3)CC2)nc(N2CCN(C(=O)[C@H](CCC(=O)O)n3cc(C(N)[C@H](C)CC)nn3)CC2)n1 (stereo not given in full),i,i,i,-6,1,3,i,i,i,i,i
Cc1cccc(OCCCC(=O)NCC(=O)Nc2cccc(C)c2C)c1,i,i,i,-16,-6,5,i,i,i,i,i
COc1ccc(NC(=O)CCNS(=O)(=O)c2ccc3c(c2)CC(C)N3C(C)=O)cc1 (stereo not given),i,i,i,-10,-9,2,i,i,i,i,i
COc1ccc(C(=O)NC2CCN(S(=O)(=O)c3ccccc3F)CC2)cc1,i,i,i,-8,1,-3,i,i,i,i,i
N#CC1=C(N)C(C#N)(C#N)C(c2ccc[nH]2)C2CCCC=C12 (stereo not given),i,i,i,2,8,1,i,i,i,i,i
COc1ccc(CN2CCNC(=O)C2CC(=O)NC2CCCC2)c(C)c1C (stereo not given),i,i,i,-7,0,3,i,i,i,i,i
NNC(=S)Nc1c(Br)cc(F)cc1Br,i,i,i,-10,3,3,i,i,i,i,i
CC(C)N(C(=O)c1ccc(C(=O)Nc2ccc([N+](=O)[O-])cc2)cc1)C(C)C,i,i,i,-3,-7,-3,i,i,i,i,i
N#C/C(=C\N1CCCCC1)S(=O)(=O)c1ccc(Cl)cc1,i,i,i,-9,-5,-1,i,i,i,i,i
COc1cc(/C=N/n2nnnc2Nc2ccccc2)cc(OC)c1OC,i,i,i,-7,-1,6,i,i,i,i,i
S=C(NCCc1ccccc1)NN=C1CCCCCC1,i,i,i,-3,35,3,i,i,i,i,i
Cc1ccc(S(=O)(=O)N(C)C)cc1NC(=O)COC(=O)COc1ccccc1[N+](=O)[O-],i,i,i,-13,-1,-4,i,i,i,i,i
Cc1ccc(NC(=O)c2cccc(NC(=O)/C=C/c3ccco3)c2)cc1C,i,i,i,-17,14,11,-9.6*,i,i,i,i
COc1ccc(NCCNc2ccc(OC)cc2)cc1,i,i,i,-9,-6,12,i,i,i,i,i
CCn1c(SCC(=O)Nc2nc(C)cs2)nnc1-c1ccco1,i,i,i,-8,-2,10,i,i,i,i,i
CC(=O)Nc1ccccc1C(=O)C(=O)Nc1ccc(F)cc1,i,i,i,-6,3,-2,i,i,i,i,i
O=C(c1ccccc1)c1ccncc1,i,i,i,-13,2,-5,i,i,i,i,i
S=C(NCc1ccccc1Cl)Nc1ccccc1Cl,i,i,i,-1,9,16,i,i,i,i,i
Cc1cc(=O)oc2c(C)c(OCC(=O)NCCCN3CCOCC3)ccc12,i,i,i,-7,-3,-2,i,i,i,i,i
Cc1ccc(N(O)C(=O)OCCNC(=O)Nc2ccccc2)cc1,i,i,i,-6,-7,-2,i,i,i,i,i
O=C(c1ccco1)N1CCN(c2ccc(Cl)cc2)CC1,i,i,i,-1,5,6,i,i,i,i,i
CCCCCCc1nnc(NC(=O)OCC)s1,i,i,i,-4,4,6,i,i,i,i,i
COCc1c(C(=O)N2CCN(Cc3ccc(C#N)cc3)CC2)oc2ccccc12,i,i,i,-2,-5,11,i,i,i,i,i
CCN(CC)S(=O)(=O)c1ccc(C(=O)N2CCN(C3=NS(=O)(=O)c4ccccc43)CC2)cc1,i,i,i,-9,0,nt,i,i,i,i,i
COc1cc(C(C(=O)NC(C)(C)C)N(C(=O)CNC(=O)c2cccs2)c2ccccc2)cc(OC)c1OC (stereo not given),i,i,i,-2,-1,2,i,i,i,i,i
NC(=O)c1ccccc1N/C=C/C(=O)c1ccco1,i,i,i,-1,0,-6,i,i,i,i,i
CCN(CC)CCN1C2=C(C(=O)CC(C)(C)C2)C(c2cccc(F)c2)C2=C1CC(C)(C)CC2=O,i,i,i,-13,1,-59,i,i,i,i,i
NC(=O)C[C@@H]1NC(=O)CNC(=O)c2cc([N+](=O)[O-])cc(I)c2NCCC(C(N)=O)NC1=O (stereo not given in full),i,i,i,-10,1,10,i,i,i,i,i
COc1ccc(N(C)S(=O)(=O)c2ccc(C)cc2)c([N+](=O)[O-])c1,i,i,i,-4,-3,3,i,i,i,i,i
Cc1nnc(SCc2cc(=O)oc3cc(O)ccc23)n1Cc1ccccc1,i,i,i,11*,-9,-5,i,i,i,i,i
CCNC(=S)N(CCCO)Cc1cc2cc3c(cc2[nH]c1=O)OCCO3,i,i,i,-3,1,-5,i,i,i,i,i
CCOC(=O)c1cc(-c2ccccc2)sc1NC(=O)CC,i,i,i,-6,-2,nt,i,i,i,i,i
Cc1onc(C(=O)Nc2sc3c(c2C(N)=O)CCCC3)c1[N+](=O)[O-],i,i,i,-9,4,8,i,i,i,i,i
COC(=O)c1ccccc1C(=O)N1CCCC(C(=O)c2ccc(OC)c(OC)c2)C1 (stereo not given),i,i,i,-8,0,2,i,i,i,i,i
CN1C(=O)C2(c3ccccc31)c1c(oc3ccccc3c1=O)C(=O)N2CCO (stereo not given),i,i,i,-2,-4,0,i,i,i,i,i
CCOC(=O)NC(Cc1c[nH]c2ccccc12)C(=O)NCCc1ccc(S(N)(=O)=O)cc1 (stereo not given),i,i,i,-7,1,-1,i,i,i,i,i
Cn1cccc1C(=O)NC(=O)COC(=O)Cc1coc2ccc3ccccc3c12,i,i,i,-3,3,0,i,i,i,i,i
CCOc1cccc(N2C(=O)CC(NCc3ccc(S(N)(=O)=O)cc3)C2=O)c1 (stereo not given),i,i,i,-11,1,1,i,i,i,i,i
CCOc1ccc(N2Cc3ncccc3C2=O)cc1,i,i,i,-3,-7,1,i,i,i,i,i
Cc1cc(-c2ccc(C)c(S(=O)(=O)N3CCN(c4ccccn4)CC3)c2)on1,i,i,i,-7,-2,7,i,i,i,i,i
Cc1ccc(/C(N)=N/OC(=O)C(C)c2ccc([N+](=O)[O-])cc2)cc1 (stereo not given),i,i,i,-11,1,6,i,i,i,i,i
COc1ccc(C(=O)N/N=C/c2cc(Br)ccc2O)cc1OC,i,i,i,-4,86*,6,i,i,i,i,i
Cn1cnc([N+](=O)[O-])c1Sc1ncn[nH]1,i,i,i,0,2,-2,i,i,i,i,i

(more compounds)
SMILES,KCNQ1 block,KCNK9 block,KCNK3 inh,hERG rescue,SKKanGAS inh,HDAC3 inhib,RGS4 pot,RGS4 block,KCNQ1 pot,TMEM16A act,TMEM16A inh
O=C(CCN1CCCCO1)N1CCCC(Nc2cccc(F)c2)C1 (stereo not given),i,i,i,-10,4,4,i,i,i,i,i
Cc1ccc(C(=O)N2CCCC(Nc3ccc(C)c(C)c3)C2)c(=O)[nH]1 (stereo not given),i,i,i,-7,1,4,i,i,i,i,i
COc1cc2cc(C(c3nnnn3C(C)(C)C)N3CCc4ccccc4C3)c(=O)[nH]c2cc1OC (stereo not given),i,i,i,-4,3,-4,i,i,i,i,i
COc1ccc(OC)c(NC(=O)Cn2cc(C=O)c3ccccc32)c1,i,i,i,-12,2,1,i,i,i,i,i
Cc1ccc(N2C(=O)C3C(C2=O)N2C(c4cccs4)C4C(=O)N(c5ccc(C)cc5)C(=O)C4N2C3c2cccs2)cc1 (stereo not given),i,i,i,-5,0,-8,i,i,i,i,i
O=C(CSc1ccc2nnc(-c3ccccn3)n2n1)N1CCN(c2ccccc2)CC1,i,i,i,-26,-4,-2,i,i,i,i,i
Cc1ccc(S(=O)(=O)Oc2ccc(/C=C(/NC(=O)c3ccccc3)C(=O)NCCCC(=O)O)cc2)cc1,i,i,i,-8,-19,3,i,i,i,i,i
CC1CC1C(=O)OCC(=O)Nc1ccc(N=Nc2ccccc2)cc1 (stereo not given),i,i,i,-7,-6,nt,i,i,i,i,i
